Compound activity (PubChem BioAssay)
mcGAS RapidFire – inhibitors of Mus musculus cyclic GMP-AMP synthase, initial high-throughput assay, cell-free, RapidFire MS; Q8C6L5; recombinant mouse cGAS, cGAMP by RapidFire MS; inhibition, % at 12.5 µM; 130,000 compounds, 0.18% hits;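 active = inhibition of cGAS enzyme activity at or above 60%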;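 also: enzyme stimulated by 45 bp dsDNA with ATP and GTP substrates; cGAMP share of summed cGAMP plus half ATP and half GTP signals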
Target sequence (Q8C6L5 whole entry, looked up): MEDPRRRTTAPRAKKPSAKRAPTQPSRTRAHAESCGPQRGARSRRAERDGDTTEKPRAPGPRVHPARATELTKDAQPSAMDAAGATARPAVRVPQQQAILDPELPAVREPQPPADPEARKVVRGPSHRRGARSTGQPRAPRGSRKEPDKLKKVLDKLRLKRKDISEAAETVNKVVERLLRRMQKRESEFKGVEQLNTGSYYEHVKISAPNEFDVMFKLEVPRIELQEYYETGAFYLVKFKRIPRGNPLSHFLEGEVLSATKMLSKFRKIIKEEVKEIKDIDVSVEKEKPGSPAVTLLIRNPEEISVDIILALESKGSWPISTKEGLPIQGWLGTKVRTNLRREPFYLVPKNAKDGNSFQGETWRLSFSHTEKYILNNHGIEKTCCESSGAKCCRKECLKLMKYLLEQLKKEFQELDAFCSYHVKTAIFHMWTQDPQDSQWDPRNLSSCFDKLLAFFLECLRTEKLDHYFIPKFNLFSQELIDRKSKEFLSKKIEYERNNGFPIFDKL
An asterisk follows results filed as active; & = joins results of further samples.

canonical_smiles	mcGAS RapidFire
CN1C(=O)N(CC(=O)N2CC=C(c3ccccc3)CC2)C(=O)C12CCCCC2	-2
Cc1cccc(-c2n[nH]c(=S)n2-c2cccc(C)c2)c1	-4
COCCNCc1csc(COc2cc(C)cc(C)c2C)n1	-10
O=C(Nc1cccc(N2CCCC2=O)c1)C1CC(=O)N(Cc2ccccc2Cl)C1 (centres undefined)	-14
O=C(c1ccc(Cl)cc1Cl)N1CCSC12CCNCC2	-3
CC(O)=CP(=O)(c1ccccc1)c1ccccc1	-7
CCSc1nnc(NC(=O)CSc2nc3c(c(=O)n2CCOC)SC(C)C3)s1 (centres undefined)	-10
CCN(CC)S(=O)(=O)c1cc(C)c(C)c(NC(=O)Cc2c(C)noc2C)c1	-10
COc1cc(-c2c(NC(=O)c3ccco3)oc3c(C)cccc3c2=O)cc(OC)c1OC	-3
Oc1c(C=Nc2cccc3nsnc23)sc2ccccc12	1
FC(F)(F)c1nc(N2CCOCC2)nc2c1CCCCC2	13
CO/N=C(\C(=O)N[C@@H]1C(=O)N2C(C(=O)O)=C(COC(C)=O)CS[C@H]12)c1csc(N)n1	3&5

Part of the list above in order of SMILES length, falling.
canonical_smiles	mcGAS RapidFire
CO/N=C(\C(=O)N[C@@H]1C(=O)N2C(C(=O)O)=C(COC(C)=O)CS[C@H]12)c1csc(N)n1	3&5
COc1cc(-c2c(NC(=O)c3ccco3)oc3c(C)cccc3c2=O)cc(OC)c1OC	-3
CN1C(=O)N(CC(=O)N2CC=C(c3ccccc3)CC2)C(=O)C12CCCCC2	-2
CCSc1nnc(NC(=O)CSc2nc3c(c(=O)n2CCOC)SC(C)C3)s1 (centres undefined)	-10
Cc1cccc(-c2n[nH]c(=S)n2-c2cccc(C)c2)c1	-4
O=C(c1ccc(Cl)cc1Cl)N1CCSC12CCNCC2	-3
CC(O)=CP(=O)(c1ccccc1)c1ccccc1	-7

Remaining list, next part
canonical_smiles	mcGAS RapidFire
CCn1nc(C)c(CN2CCCC(CNS(=O)(=O)c3ccc(OC)cc3)C2)c1C (centres undefined)	-7&-5
NC(=O)CN(CCCO)Cc1ccc(Cl)c(Cl)c1	-9
CCN(CC)C(=O)Cn1cnc2c(nnn2CC)c1=O	0
CCCc1ccc(NC(=O)CNC(=O)c2ccccc2OC)cc1	1
COCCn1c(C)cc(O)c(C(c2ccncc2)N2CCN(c3ccccc3F)CC2)c1=O (centres undefined)	-11
O=C(NC1CCS(=O)(=O)CC1)C1CC1c1ccc(Cl)cc1 (centres undefined)	-1
Cc1cc(C)n(C(=O)CCCCCCC(=O)n2nc(C)cc2C)n1	10
Cc1ccccc1CN1C[C@@H]2C[C@@H](c3nc(C(C)C)cs3)N3CCC[C@@]23C1=O	-10&-3
Cc1nn(S(=O)(=O)c2ccc(C(C)C)cc2)c(C)c1S(=O)(=O)N1CCCC1	-6
CSc1ccccc1NC(=O)Cn1nc(C(F)(F)F)cc1C	13
Cc1nonc1CN(C)C(=O)c1cc(COc2ccc3c(c2)CCCC3)on1	-3
COc1ccc2c(ccn2CC(=O)NC2CCCC2OC)c1 (centres undefined)	-12
O=c1[nH]c(SCc2cccc(F)c2)nc2c1cnn2CCO	-30
Cc1ccccc1-c1noc(CSCC(=O)Nc2ccccc2C#N)n1	0
COC(=O)C1(C(F)(F)F)N=C2C=CC=CN2C(c2ccc(F)cc2)=N1 (centres undefined)	-11
CC(NC(=O)c1ccc(C(C)(C)C)cc1)C1CC1 (centres undefined)	-2
O=C(c1ccc(-c2ccco2)cc1)N1CCCC(CO)(CCc2ccccc2)C1 (centres undefined)	-6
CC(=O)c1cccc(-n2cnnc2CCCO)c1	-16
CC(C)N(CC(C)(C)O)S(=O)(=O)c1ccc(Cl)nc1	-2
Cc1noc(-c2ccc(N3C[C@H]4CC[C@H]3C4)nc2)n1	-9
Cc1c(C(=O)Nc2cccc(C#N)c2)oc2ccc(Br)cc12	5
CCc1cn[nH]c1C1CCCN(C(=O)COc2ccc3nncn3n2)C1 (centres undefined)	10
CC1CCCC(OCC(=O)NCc2ccccc2OCCO)C1 (centres undefined)	-11
N=c1sc(-c2ccccc2)nn1CCCCS(=O)(=O)O	54
O=C(/C=C/c1ccccc1)NCCN1CCn2cc(OCc3ccccc3)c(=O)cc2C1=O	-6
O=C(CNC(=O)C1c2ccccc2C(=O)N1C1CC1)NC1CCN(C(=O)Nc2ccccc2)CC1 (centres undefined)	-1
CN(Cc1ccccc1)C(=O)CCC1CCN(S(=O)(=O)c2ccccc2Cl)CC1	3
CCCCCSc1oc(-c2ccco2)nc1S(=O)(=O)c1ccc(F)cc1	6
Cc1ccc2nc(C)c(NC(=O)c3ccc(S(N)(=O)=O)cc3)c(=O)n2c1	-2
CN(CCOc1ccccc1C#N)C1CC2CCC(C1)N2C(=O)OC(C)(C)C (centres undefined)	0
COc1ccc(N2C(=O)CSC2c2ccccc2F)cc1 (centres undefined)	-11
O=S(=O)(N1CCCCC1)N(CCO)c1ccc(Br)cc1	-3
CC(C)(C)C(=O)N1CCC(C(=O)Nc2ccccc2-n2ccnc2)CC1	-5
N#CC1C(=N)C(C#N)(C#N)C(c2ccc[nH]2)C2CCCC=C12 (centres undefined)	-8
CCCc1c(C(=O)OCC)[nH]c2c1C(=O)CC(C)(C)C2	-9
COC(=O)CN(C(=O)c1cc(C)c(F)cc1F)c1cccc(C)n1	-6
Cc1ccc(S(=O)(=O)N2CCN(Cc3ccncc3)CC2)cc1	-1
Cc1cccc(C(=O)Nc2ccc(I)cn2)n1	1
CCN(Cc1noc(C2CCC2)n1)C(=O)c1cnc2ccccc2c1	-16
COCCn1c(C)cn2c3c(=O)n(Cc4ccc(C)cc4)c(=O)n(C)c3nc12	-7
Cc1c(C(=O)NNc2ncccn2)cnn1-c1ccc(F)cc1F	-17
Cc1cc(C(=O)N2CCC3(CCCCC3)C2)c(C)n1C	-4
COc1ccc(S(=O)(=O)NC(=O)C2(C)CCN2C(=O)CCc2ccc(Cl)cc2Cl)cc1 (centres undefined)	13
Cc1nn(C)c2sc(C(=O)OCC#N)cc12	4
COC(=O)c1cn(C2CCCCC2NS(=O)(=O)c2ccc(C)cc2)nn1 (centres undefined)	4
O=S(=O)(NCCNc1ccccn1)N1CCC2(CCCCC2)CC1	-11
CCC(OC)c1n[nH]c(=O)n1CC(=O)O (centres undefined)	-23
CCOC(=O)c1nn(-c2ccccc2Cl)c(=O)cc1OS(=O)(=O)c1ccc(CC)s1	1

The last 2 entries of the section before lead into the next:
canonical_smiles	mcGAS RapidFire
CCC(OC)c1n[nH]c(=O)n1CC(=O)O (centres undefined)	-23
CCOC(=O)c1nn(-c2ccccc2Cl)c(=O)cc1OS(=O)(=O)c1ccc(CC)s1	1
Cc1cccc(-n2nc(C#N)c3nc4ccccc4n3c2=O)c1	-11
CCOc1ncccc1NC(=O)c1csc(Br)c1	-1
COc1cccc(-c2cccc3[nH]ccc23)n1	-18
Cc1nc(C2CCCN2C(=O)CS(=O)(=O)C2CCCC2)no1 (centres undefined)	-15
COc1cccc(NC(=O)CC2C(=O)NC3(CCCC3)CN2Cc2cncs2)c1 (centres undefined)	-3
CCC(=O)Nc1ccc(OCC(=O)N2[C@@H]3CC[C@H]2CC(O)C3)cc1 (some centres undefined)	-12
Cc1cc(C)n(-c2ccc(CNS(=O)(=O)c3ccc(F)c(F)c3)cn2)n1	2
OC(CN1CCc2ccccc2C1)c1ccccc1F (centres undefined)	-14
O=C(NCCSc1cn[nH]n1)c1ccc2c(c1)OCO2	-46
CCC(=O)N1C(Cc2ccccc2)COC1(C)C (centres undefined)	-31
FC(F)(F)c1nc2c(Cl)cc(Cl)cc2[nH]1	19
CC1(C(=O)NS(=O)(=O)c2ccc3ccccc3c2)CCN1C(=O)CC1CCCCC1 (centres undefined)	-2
Cc1c(C(C)NC(=O)/C=C/c2cccs2)cnn1-c1ccccn1 (centres undefined)	-1&0
CC1(N2CCOCC2)CC2(O)C(=[N+]1[O-])CCc1c2no[n+]1[O-] (centres undefined)	-45
CCN(CC)S(=O)(=O)c1ccc(N(C)C)c(NC(=O)c2ccc(OC)cc2)c1	18
CNc1nnc(SCc2ccccc2Br)s1	-4
Cc1noc(C)c1CN(C)Cc1ccc(C2CCCCO2)o1 (centres undefined)	14
Cc1cc(C)cc(-n2c(C)c(C)n3c4c(=O)n(CCN5CCCCC5)c(=O)n(C)c4nc23)c1	-13
COc1ccc(-c2cc(=O)c3cc(OC)ccc3o2)cc1	-9&-1
Cc1nnc(NC(=O)c2nc(-c3cccs3)n(-c3ccccc3)n2)s1	27
Oc1[nH]c2c(Cl)cc(Cl)cc2c1N=Nc1ccc(Cl)cc1	-35
Cc1nc(CC(=O)N2CCc3nnc(CCc4ccccc4)n3CC2)c(C)s1	9
Cc1csc(N(C(=O)c2n[nH]c3c2CCCC3)C2CC2)n1	-15
COc1coc(C(=O)Nc2nc(C)c(C(=O)N(C)C)s2)cc1=O	-5
Oc1cccc(-c2nc3ccc(Br)cn3c2NC2CCCCC2)c1	-3
Cn1c(=O)[nH]c(=O)c2[nH]c(N3CCN(c4ccccc4)CC3)nc21	0
CC(=O)N1CCc2cc(C(=O)C(C)Oc3ccc(C#N)cc3Cl)ccc21 (centres undefined)	-8
Cc1ccn2c(=O)c(NC(=O)c3sc(-c4ccccc4)nc3C)c(C)nc2c1	3
CSc1ccccc1C(=O)NC(C)c1ccc(F)cc1 (centres undefined)	-11
Cc1cc2c(=O)n(C)c(SCC(=O)c3cccs3)nc2s1	1
CC(C)NCC(O)COc1ccc(COCCOC(C)C)cc1 (centres undefined)	-4&5&11
CC(C)c1nccn1Cc1cc(C(=O)N2CCc3sccc3C2)n[nH]1	-4
O=C(c1ccco1)N1CCCN(Cc2ccc(-n3cncn3)cc2)CC1	-29
CC(C)CNC(=O)c1cn(C2CCCC2)cc(C(=O)N2CC3(C)CC2CC(C)(C)C3)c1=O (centres undefined)	7
NC(=O)C1CCN(C(=O)CC(c2ccccc2)c2cccc(Cl)c2)CC1 (centres undefined)	-8
COC(=O)[C@@H]1C[C@@H](N(C)C)CN1C1CCN(c2cc(C)cc(C)c2)CC1	-7
Cn1c(=O)c2c(SCc3cccc(F)c3)nc(C3CC3)nc2n(C)c1=O	7
Cn1nnc2c(Nc3ccccc3)ncnc21	-9
Cc1occc1-c1nnc(SCC(=O)c2cc(C)n(C3CC3)c2C)n1C	-8
C=C(C)Cn1c(N2CCCC(C)C2)nc2c1c(=O)[nH]c(=O)n2C (centres undefined)	2
CC(OC(=O)c1ccc(O)cc1)C(=O)OCCc1ccccc1 (centres undefined)	-9
COCCN(Cc1sccc1C)C(=O)c1scc2c1OCCO2	-32
CC(NC(=O)CCS(=O)(=O)c1ccc(C(F)(F)F)cn1)c1ccccc1 (centres undefined)	-3
CCOc1nn(CC)cc1C(=O)N1CC(C)OC(C)C1 (centres undefined)	-2
CN(Cc1ccccc1-n1cccn1)C(=O)CC1COCCN1 (centres undefined)	-23
CC(=O)Nc1ccc(CN2CCn3c(nnc3C(=O)NC(C)C)C2)cc1	4
COCc1ncc(CN2CCN(c3ccccc3C)CC2C)cn1 (centres undefined)	-10
COC(=O)c1ccc(C(=O)N2CC(C)Cc3ccccc32)nc1 (centres undefined)	-1
COCCc1noc(C(C)(C)c2ccc3c(c2)OCCO3)n1	6
Nc1cc(C(=O)NCCCc2nc3ccccc3s2)[nH]n1	-12
CCN(CC)c1cc(C)nc(Nc2ccc(NS(=O)(=O)c3ccc4nc(C)sc4c3)cc2)n1	-9
O=C1c2ccccc2C(=O)N1CNc1ccc(Cl)c(Cl)c1	-4
CCn1nc(C)c(NC(=O)C2CCCC2)c1C	-1
Cc1ccc(Nc2nc(N3CC(C)OC(C)C3)nc3nccnc23)c(C)c1 (centres undefined)	16
Cc1ccc(C(C(=O)O)N2CCN(S(=O)(=O)c3ccc(F)cc3)CC2)cc1 (centres undefined)	2
CC(NC(=O)CN1CCN(C2CCCC2)CC1)c1ccco1 (centres undefined)	-16
O/N=C1/CCN(Cc2ccccc2)C1	-9
COC(=O)CC1(NC(=O)C2CC(=O)N(c3ccc(F)cc3F)C2)CCCCC1 (centres undefined)	0
CC1CN(CC(=O)Nc2ccccc2Sc2ccccc2)CCO1 (centres undefined)	-12
Cc1cc(C)n(CCCNC(=O)c2nc3ccccc3[nH]c2=O)n1	-6

Fetched one by one from above, four records:
canonical_smiles	mcGAS RapidFire
O/N=C1/CCN(Cc2ccccc2)C1	-9
O=C1c2ccccc2C(=O)N1CNc1ccc(Cl)c(Cl)c1	-4
CC(NC(=O)CN1CCN(C2CCCC2)CC1)c1ccco1 (centres undefined)	-16
CCn1nc(C)c(NC(=O)C2CCCC2)c1C	-1

Next results
canonical_smiles	mcGAS RapidFire
CC(C)(C)n1cc(CNCCNC(=O)Cc2ccccc2)cn1	-4
CC1CC(=NNC(=O)c2cccs2)CC(C)(C)C1 (centres undefined)	18
CN1CCN(NC(=S)Nc2ccc(Cl)c(F)c2)CC1	-28
COc1cc(C(=O)Nc2c3c(nn2-c2cccc(C)c2C)CS(=O)C3)cc(OC)c1OC (centres undefined)	-12
O=C(NCCOc1ccccc1)C1CCC(=O)N(Cc2ccccn2)C1 (centres undefined)	-2
Cc1ccccc1CNC(=O)CN(C)Cc1ccco1	-5
CCOC(=O)Nc1ccc2c(c1)NC(=O)CC2c1cc(C(C)C)no1 (centres undefined)	-8
CC(C)OCc1ccc(C(=O)N2CCC(C(=O)O)CC2)cc1	-9

Some of the compounds tested (hit frequency here may not be typical).
